High-throughput results from PubChem.
KCNH2 3.1 block: inhibitors of human KCNH2 3.1 potassium channel isoform | 340,000 compounds, 0.95% hits | AID 720553 | U2OS KCNH2 3.1, thallium flux FluxOr; active compounds read low | activity change, % (tested at about 1.8 µM);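 active means maximum activity change below -70%; inconclusive means maximum activity change from -70% to -50%; inactive means maximum activity change above -50%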;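 further: thallium influx rate constant from kinetic fluorescence after stimulation buffer; on the % scale 0 is the no-effect control and ±100 the full control effect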
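FluxOr-based Tl+ influx in U2OS cells transduced with KCNH2 3.1 virus; rate constants normalized to DMSO controls.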
VP16 counter: counter-screen for ROR gamma inhibitors: Gal4-VP16 reporter. Drosophila S2 Gal4-VP16 UAS-luciferase, luminescence, 20 h. Potency, µM (titrated, usually from 53.6 µM), for the others: top-dose activity, negative = inhibition, hits mostly inhibitors. 310,000 compounds, 3.5% hits;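 further: Gal4-VP16 expression switched on by copper sulfate through the metallothionein promoter; potency means the concentration at half of the fitted maximal effect; on the % scale 0 is the no-effect control and ±100 the full control effect; nearly all actives have a fitted effect of over 50% in size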
Mito fusion yeast: inhibitors of mitochondrial division or activators of mitochondrial fusion. S. cerevisiae fusion-defective mutant growth rescue, CellTiterGlo 48 h. Potency, µM (series often up to 46.1 µM), for the others: at the top dose growth rescue (activation), most hits filed as activators. 320,000 compounds, 0.23% hits;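 further: potency means the concentration at half of the fitted maximal effect; % of control where 0% means no effect; nearly all actives have a fitted effect of over 45% in size; temperature-sensitive fusion mutants such as fzo1-1 at 37 °C on non-fermentable ethanol glycerol medium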
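Temperature-sensitive fusion-defective S. cerevisiae (e.g. fzo1-1, mgm1-5) were grown with compound in YPEG medium (3% ethanol, 3% glycerol) for 48 hours at 37C. Growth rescue was measured as viability by CellTiterGlo luminescence after 10 minutes at ambient.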
RORg inh: inhibitors of mouse ROR gamma transcriptional activity; P51450; Drosophila S2 Gal4-RORgamma UAS-luciferase reporter, 20 h; Potency, µM (series often up to 53.6 µM), inactives show at the top dose activity change, negative = inhibition, hits mostly inhibitors; 310,000 compounds, 5.4% hits; further: potency means the concentration at half of the fitted maximal effect; on the % scale 0 is the no-effect control and ±100 the full control effect; nearly all actives have a fitted effect of over 60% in size
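Drosophila Schneider cells stably carrying a metallothionein-driven Gal4 DBD–ROR gamma fusion and a UAS-Photinus luciferase reporter were exposed to compound for 1 hr, then induced with copper sulfate (700 uM final) for 20 hr at ambient temperature before luminescence reading.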
MBNL1 CUG block: MBNL1-poly(CUG) RNA binding inhibition; Q9NR56; TR-FRET MBNL1-His/biotin-(CUG)12 binding, 665/545 ratio; Potency, µM (doses to about 57.5 µM), for the others: at the highest dose activity change, negative = inhibition, usual class: inhibitors; 280,000 compounds, 0.036% hits; active means well fitted inhibition curve with a large enough effect in the signal ratio, with a control signal flat, not every such curve was filed as active; inconclusive means small, poorly fitted or top-dose-only effect, or effect the other way, or a change in a side signal; inactive means no such curve, though single readings can be large or run the other way; the % refers to the signal ratio; further: potency means the concentration at half of the fitted maximal effect; on the % scale 0 is the no-effect control and ±100 the full control effect
Target sequence (Q9NR56 whole entry, looked up): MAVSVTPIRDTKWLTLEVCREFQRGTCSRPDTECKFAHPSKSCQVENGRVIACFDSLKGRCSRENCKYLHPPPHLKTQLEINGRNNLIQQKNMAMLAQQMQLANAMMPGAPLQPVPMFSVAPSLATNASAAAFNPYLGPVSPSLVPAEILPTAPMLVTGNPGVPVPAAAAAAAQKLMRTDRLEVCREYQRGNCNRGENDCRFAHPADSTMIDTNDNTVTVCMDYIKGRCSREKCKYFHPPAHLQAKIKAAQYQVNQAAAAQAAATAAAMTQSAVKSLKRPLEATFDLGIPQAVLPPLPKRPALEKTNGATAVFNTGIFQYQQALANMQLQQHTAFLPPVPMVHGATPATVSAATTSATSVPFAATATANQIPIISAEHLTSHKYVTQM
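Compound titration spanned 92 nM–58 uM against the MBNL1-His/biotin-(CUG)12 complex. After 60 min at room temperature with 5 nM streptavidin-XL665 and 0.055 ng/ul terbium anti-His, ratiometric 665/545 nm emission (Ex 340 nm) normalized to controls.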
NPC1 prom act: activators of NPC1 promoter | Huh7 NPC1 promoter luciferase reporter, 24 h | Potency, µM (highest dose often 9.22 µM), inactives show at the highest dose activation, usual class: activators | 320,000 compounds, 2.4% hits | AID 485313;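 further: potency means the concentration at half of the fitted maximal effect; % of control where 0% means no effect; nearly all actives have a fitted effect of over 60% in size; reporter is driven by a mutant NPC1 promoter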
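Readout is luciferase luminescence, reflecting NPC1 promoter activation in stably transfected Huh7 cells after 24 h compound exposure at 37 °C in reduced-serum medium with 10% FBS.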
Rab9 promoter act: Rab9 promoter activation | Huh7 Rab9 promoter-luciferase reporter, luminescence, 24 h | Potency, µM (series often up to 9.22 µM), inactives show top-dose activation, negative = inhibition, hits mostly activators | 320,000 compounds, 2.8% hits | AID 485297; further: potency means the concentration at half of the fitted maximal effect; % of control where 0% means no effect; nearly all actives have a fitted effect of over 60% in size
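Promoter activation is measured as luciferase luminescence in Huh7 cells stably transfected with a Rab9 promoter–luciferase construct, following 24 h compound exposure at 37 °C and 10 min reagent incubation at ambient temperature.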
FLuc modulator: firefly luciferase modulation, counter-screen for miR-21 project | P08659 | purified FLuc, Km substrates, luminescence inhibition | AID 588342 | Potency, µM (highest dose often 57.5 µM), inactives show at the top dose activity change, negative = inhibition, actives largely listed as inhibitors | 360,000 compounds, 6.9% hits;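 further: potency means the concentration at half of the fitted maximal effect; plate controls were vehicle for no effect and reference inhibitor for full effect; nearly all actives have a fitted effect of over 55% in size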
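Purified P. pyralis luciferase (10nM final) with 10uM D-luciferin and 10uM ATP (Km levels) in 50mM Tris acetate pH 7.5, 10mM Mg acetate, 0.01% Tween-20, 0.05% BSA; qHTS 6-point titration, ~60 µM downward; luminescence read.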
Menin-MLL TR inh: menin-MLL binding inhibition, Texas Red mutant peptide; O00255; Potency, µM (titrated, usually from 61.6 µM), without a hit: top-dose FP activity change, negative = inhibition, actives largely listed as inhibitors; AID 1768; Menin + Texas Red MLL mutant peptide, fluorescence polarization; 270,000 compounds, 0.23% hits; active means well fitted inhibition curve with a large enough effect in the polarisation, with a control signal flat, not every such curve was filed as active; inconclusive means small, poorly fitted or top-dose-only effect, or effect the other way, or a change in a side signal; inactive means no such curve, though single readings can be large or run the other way; the % refers to the polarisation; further: potency means the concentration at half of the fitted maximal effect; % of control where 0% means no effect; many of its hits are not listed in these tables
Target sequence (O00255 whole entry, looked up): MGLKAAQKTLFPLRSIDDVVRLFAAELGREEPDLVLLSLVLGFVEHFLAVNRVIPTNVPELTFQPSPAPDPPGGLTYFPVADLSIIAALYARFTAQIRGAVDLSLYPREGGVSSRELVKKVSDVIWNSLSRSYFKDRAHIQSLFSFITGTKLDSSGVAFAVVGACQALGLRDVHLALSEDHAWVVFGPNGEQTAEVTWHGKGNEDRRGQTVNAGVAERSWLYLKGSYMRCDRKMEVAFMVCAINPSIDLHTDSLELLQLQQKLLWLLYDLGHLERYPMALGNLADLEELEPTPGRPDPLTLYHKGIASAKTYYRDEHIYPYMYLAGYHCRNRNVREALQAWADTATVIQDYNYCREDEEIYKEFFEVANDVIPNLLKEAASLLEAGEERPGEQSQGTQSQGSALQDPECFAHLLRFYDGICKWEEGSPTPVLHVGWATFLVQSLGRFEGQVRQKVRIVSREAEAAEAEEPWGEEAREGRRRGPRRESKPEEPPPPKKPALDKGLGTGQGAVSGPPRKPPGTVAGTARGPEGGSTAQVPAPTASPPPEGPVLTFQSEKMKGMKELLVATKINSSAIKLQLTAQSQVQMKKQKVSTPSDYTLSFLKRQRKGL
ELG1 DNA repair: ELG1-dependent DNA repair inhibition. HEK293T ELG1-luciferase reporter, luminescence, 16 h; DNA damage induced by 5-fluorouridine. Potency, µM (highest dose often 46.1 µM), for inactives: at the top dose activity change, negative = inhibition, hits mostly inhibitors. 330,000 compounds, 2.3% hits. AID 504467; further: potency means the concentration at half of the fitted maximal effect; on the % scale 0 is the no-effect control and ±100 the full control effect; nearly all actives have a fitted effect of over 55% in size
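In this reporter screen, reduction of luminescence relative to DMSO vehicle indicated activity. Compounds and 5-fluorouridine were added together to 2,000 cells per well, incubated for 16 hr at 37 °C, then developed with ONE-Glo.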
PKM2 act: activators of human pyruvate kinase M2. 260,000 compounds, 0.34% hits. Potency, µM (doses to about 57.5 µM), inactives show top-dose activation, most hits filed as activators. P14618. AID 1631. purified PKM2, Kinase-Glo ATP luminescence, activation; response scale: 0% is enzyme alone, no compound; further: potency means the concentration at half of the fitted maximal effect; on the % scale 0 is the no-effect control and ±100 the full control effect; nearly all actives have a fitted effect of over 55% in size
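ATP formation by purified human PK-M2, quantified via coupled luciferase luminescence after 1 h at room temperature with 0.1 mM ADP and 0.5 mM PEP final.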
Active calls of the source: *; u = inconclusive; x = no result given; ! = not confirmed by another sample; [ ] = another dose, or the depositor's remark. Unless noted, the call rests on the fitted dose curve; in most records, active means well fitted curve in the direction sought with a large enough effect; inconclusive means small, poorly fitted or top-dose-only effect, or another doubt; inactive means no such curve, though single readings can be large; an effect the other way counts as inactive or inconclusive.

no.	SMILES	KCNH2 3.1 block	VP16 counter	Mito fusion yeast	RORg inh	MBNL1 CUG block	NPC1 prom act
1	CC(=O)Nc1ccc(CN(C)CC2CCCN(CCc3cccc(C(F)(F)F)c3)C2)cc1 (stereo unspecified)	-18	x	-3%	x	-6%	-4%
2	COc1ccccc1/C=C/C=N/NC(=O)CCn1cnc2ccccc21	-12	-8%	2%	-15%	2%	-32%[inhibitor]
3	O.O.O.O=S(=O)([O-])OC[C@H]1O[C@@H](O[C@]2(COS(=O)(=O)[O-])O[C@H](OS(=O)(=O)[O-])[C@@H](OS(=O)(=O)[O-])[C@@H]2OS(=O)(=O)[O-])[C@H](OS(=O)(=O)[O-])[C@@H](OS(=O)(=O)[O-])[C@@H]1OS(=O)(=O)[O-].[Al]	x	-13%	-5%	22%	13%	0%
4	CCC(=O)N(Cc1cc2c(C)ccc(C)c2[nH]c1=O)C1CCCCC1	1	1%	9%	42%	-4%	1%
5	CC(=O)CSc1nnc(CN2C(=O)CSc3ccc(C(F)(F)F)cc32)n1C	21	1%	0%	-26%	13%	-4%
6	CCC(=O)Nc1ccccc1C(=O)OCC(=O)c1ccccc1	-12	-26%	1%	10µM*	-3%	2.8µM*
7	CC(C)(C)c1ccccc1NC(=O)COC(=O)CN1C(=O)NC2(CCCC2)C1=O	-10	x	1%	x	x	-3%
8	CCc1ccc(CCC(=O)Nc2ccc(C(=O)O)cc2)o1	5	-5%	-3%	-2%	2%	2%
9	O=C(N/N=C/c1cccc([N+](=O)[O-])c1)c1cc[n+](CCO)cc1	18	-2%	0%	-12%	u	2%
10	Cc1ccc(C)c(-n2c(Cc3cc(=O)[nH]c(=O)[nH]3)nnc2SC(C)C)c1	3	5%	-3%	0%	-4%	-4%
11	COC(CNC(=O)C(=O)NCC1CCCN1S(=O)(=O)c1cccs1)OC (stereo unspecified)	-9	x	-2%	x	x	4%
12	CCOC(=O)COc1c(C(=O)OC)sc2ncccc12	-1	-5%	-9%	1%	x	-2%

no.	Rab9 promoter act	FLuc modulator	Menin-MLL TR inh	ELG1 DNA repair	PKM2 act
1	0%	-1%	-8%	-3%	-3%
2	-22%	u	x	u	-2%
3	-5%	3%	-1%	11%	1%
4	2%	-1%	-17%	16%	2%
5	2%	5%	x	1%	-36%
6	3.5µM*	21µM*	5%	u	-5%
7	2%	2%	x	3%	x
8	-2%	-3%	x	12%	x
9	9%	0%	9%	-13%	-2%[11.5 µM]
10	11%	0%	1%[11.7 µM]	9%	-1%
11	0%	6%	x	3%	x
12	-2%	6%	2%	-6%	-4%

The listing continues.
no.	SMILES	KCNH2 3.1 block	VP16 counter	Mito fusion yeast	RORg inh	MBNL1 CUG block	NPC1 prom act
13	O=C1CN(C(=O)C2CC2)c2ccccc2N1	7	15%	-1%	-5%	-20%	-3%
14	S=c1nc(C23CC4CC(CC(C4)C2)C3)[nH][nH]1	-33	0%	-2%	-36%	4%	-1%
15	O=C(CSc1nnc(-c2ccccc2)c2ccccc12)NCCN1C(=O)CSC1=O	-33	x	-7%	x	x	-5%
16	O=c1[nH]c2cc(Cl)ccc2n1-c1ccccc1	-8	-3%	4%	15%	-2%	-2%
17	COc1ccc(C(=O)NCc2ccc3c(c2)OCO3)cc1S(=O)(=O)NCc1ccc(Cl)cc1	-18	0%	-2%	27%	x	-1%
18	O=[N+]([O-])c1ccccc1S(=O)(=O)N1CCc2ccccc2C1	3	6%	-5%	10%	6%	-5%
19	O=C(c1ccc(F)cc1)C1CCN(CCn2c(=S)[nH]c3ccccc3c2=O)CC1	x	14µM*!	4%	7.9µM*!	u	-7%
20	CCN(CC)CCCN(C(=O)c1ccc(OC)cc1)c1nc(-c2ccc(OC)cc2)cs1	-95*	0%	-4%	-7%	-3%	5%
21	O=C(N/N=C/c1cc(Br)ccc1O)c1ccccc1Cl	-1	2.5µM*	11%	0.56µM*	-1%[11.5 µM]	-17%
22	CCN(C(=O)COC(=O)CC(C)c1ccccc1)c1c(N)n(Cc2ccccc2)c(=O)[nH]c1=O (stereo unspecified)	2	x	-4%	x	x	1%
23	CCOC(=O)c1c(-c2ccccc2)n(C)c2ccc(O)cc12	9	0%	2%	-3%	-9%	3%
24	CCN(CC(=O)Nc1c(F)cccc1F)C(=O)/C=C/c1ccc2ccccc2n1	-7	x	9%	x	x	7%

no.	Rab9 promoter act	FLuc modulator	Menin-MLL TR inh	ELG1 DNA repair	PKM2 act
13	3%	-1%	1%	u	-4%
14	-8%	-10%	x	-1%	-8%
15	-1%	-2%	x	-11%	x
16	-4%	4%	u	-4%	2%
17	0%	0%	14%	u	-1%
18	-2%	1%	4%	5%	-10%
19	-8%	-12%	8%	x	-15%
20	3%	-3%	-15%	u	5%
21	-28%	u	12%	u	-6%
22	-5%	0%	x	16%	x
23	-1%	1%	1%	u	10%
24	-2%	2%	x	-9%	x

Remaining list, next part
no.	SMILES	KCNH2 3.1 block	VP16 counter	Mito fusion yeast	RORg inh	MBNL1 CUG block	NPC1 prom act
25	CCOC(=O)N1CCN(C(=O)c2cccc(N3C(=O)NC4CC3(C)Oc3ccccc34)c2)CC1 (stereo unspecified)	-1	2%	-1%	-3%	1%	-2%
26	COc1ccc(Nc2nc3ccc(OC)cc3s2)cc1	-7	-6%	-2%	u	-2%	u
27	COc1ccc(-c2nc3n(n2)C(c2cccnc2)C(C(N)=O)=C(C)N3)cc1 (stereo unspecified)	-10	-4%	2%	15%	-6%	0%
28	O=C(NCc1cccnc1)c1cc(S(=O)(=O)N2CCCC2)c(Cl)cc1Cl	-5	21%	-1%	23%	-3%	-6%
29	O=C(OCC#CCSc1nnc(-c2cccc3ccccc23)o1)c1cccc2[nH]ccc12	x	x	4%	x	x	1%
30	O=C(N/N=C/c1ccccc1Br)c1ccc(CSc2cccc3cccnc23)cc1	2	1%	-1%	-1%	4%	3%
31	Cc1cc(C)n(-c2ccc(C(=O)Nc3cc(S(=O)(=O)N(C)C)ccc3Cl)cc2)n1	-1	-2%	2%	87%	-4%	-3%
32	C[C@H](NC(=O)NCCc1ccccc1)C(=O)O	3	0%	-12%	4%	-12%	5%
33	Nc1cc(-c2ccco2)no1	4	-13%	-3%	0%	0%	3%
34	CC(=O)Nc1ccc(S(=O)(=O)NC(CC(=O)NCCC2=CCCCC2)C(C)C)cc1 (stereo unspecified)	-7	-6%	3%	-7%	9%	-5%
35	COc1ccc(CNC(=O)COC(=O)c2c(NC(C)=O)sc(C)c2C)cc1	24	x	1%	x	x	-4%
36	COc1ccc(CNCc2c(F)cccc2F)cc1OC	3	9%	1%	3%	-9%	-7%

no.	Rab9 promoter act	FLuc modulator	Menin-MLL TR inh	ELG1 DNA repair	PKM2 act
25	-3%	3%	x	4%	x
26	2.2µM*	11µM*	u	u	-11%
27	1%	1%	-11%	18%	-2%
28	-3%	6%	-2%	9%	-2%
29	-3%	4%	x	23%	x
30	-1%	-4%	u	21µM*	1%
31	-4%	3%	0%	u	3%
32	16%	-5%	37%[activator]	15%	-8%
33	2%	-6%	6%	21%	0%
34	1%	-2%	x	2%	-6%
35	-1%	3%	x	0%	x
36	2%	2%	u	-2%	0%

Compound profiles, as listed above. Screens in order: KCNH2 3.1 block | VP16 counter | Mito fusion yeast | RORg inh | MBNL1 CUG block | NPC1 prom act | Rab9 promoter act | FLuc modulator | Menin-MLL TR inh | ELG1 DNA repair | PKM2 act
CCOC(=O)N1CCN(C(=O)c2cccc(N3C(=O)NC4CC3(C)Oc3ccccc34)c2)CC1 (stereo unspecified) as listed: -1 | 2% | -1% | -3% | 1% | -2% | -3% | 3% | x | 4% | x
O=C(NCc1cccnc1)c1cc(S(=O)(=O)N2CCCC2)c(Cl)cc1Cl as listed: -5 | 21% | -1% | 23% | -3% | -6% | -3% | 6% | -2% | 9% | -2%

Only part of the results is shown; count on the stated rates, not on these rows.
